# DRD3 agonist – D3 dopamine receptor (human) agonism. P35462. D3R DiscoveRx beta-arrestin cells, luminescence, 90 min. max activation, %. 0.58% of 410,000 active. AID 652048; in the data active = max activation above about 30%; note: 0% is about no effect; mostly tested at two doses, the higher about 12 µM
#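 Cells at 1500/well, incubated overnight, then treated with pinned compounds (dopamine as control) for 90 min at 37 degrees C. DiscoveRx reagent added for 30 - 60 minutes at room temperature; luminescence read.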
# GLP1R ag – agonists of human GLP-1 receptor; P43220; HEK293 GLP-1R CRE-luciferase, luminescence, 4-6 h; cells express a hypersensitive GLP-1R form; Potency, µM (doses to about 45.6 µM), without a hit: at the top dose activation, usual class: activators; 0.007% of 380,000 active; note: potency is the fitted concentration of half-maximal effect; % of control where 0% means no effect
# Target sequence (P43220 whole entry, looked up): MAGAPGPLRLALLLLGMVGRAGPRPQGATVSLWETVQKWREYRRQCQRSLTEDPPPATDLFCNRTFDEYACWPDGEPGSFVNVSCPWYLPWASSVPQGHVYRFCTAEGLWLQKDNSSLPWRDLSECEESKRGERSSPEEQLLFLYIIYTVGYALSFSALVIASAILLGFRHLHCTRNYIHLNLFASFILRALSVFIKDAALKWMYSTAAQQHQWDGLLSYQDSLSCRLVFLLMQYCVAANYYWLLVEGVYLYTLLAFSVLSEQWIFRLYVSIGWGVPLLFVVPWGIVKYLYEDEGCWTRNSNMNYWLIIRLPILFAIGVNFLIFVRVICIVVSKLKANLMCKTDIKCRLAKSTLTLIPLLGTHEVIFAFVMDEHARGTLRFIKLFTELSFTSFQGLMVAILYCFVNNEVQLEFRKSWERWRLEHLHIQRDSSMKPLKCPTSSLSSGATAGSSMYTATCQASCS
# PI5P4K alpha inh – PI5P4K alpha (human) kinase inhibition; PI5P4Kalpha enzyme, ADP-Glo luminescence, 60 min; hits give low values; max response, %; 1.2% of 330,000 active; AID 652105; active = max response of -50% or lower; inconclusive = between -30% and -50%; inactive = -30% or higher; note: value at the top dose of about 77 µM; % is set by controls: 0 for no effect and ±100 for the full control effect
#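 Compounds were pin-transferred onto PI5P4Kalpha and substrate in HEPES pH 7.4 buffer with EGTA, CHAPS and 5% DMSO. ATP (5 microM final) started the reaction, which ran 60 minutes at room temperature before ADP-Glo detection.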
# GLP-1R inv ag – acts as inverse agonist at human GLP-1 receptor; 1.6% of 410,000 active; P43220; HEK293 GLP-1R CRE-luciferase, luminescence, 24 h; GLP-1R form is constitutively active; Potency, µM (highest dose often 38.3 µM), for the others: top-dose activity change, negative = inhibition, hits mostly inhibitors; note: potency is the fitted concentration of half-maximal effect; % is set by controls: 0 for no effect and ±100 for the full control effect; nearly all actives have a fitted effect of over 55% in size
#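 Using stably transfected HEK293 (constitutively active GLP-1R, cAMP-luciferase reporter), compounds were incubated 24 hr and luciferase measured by luminescence.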
# GLP1R cytotox – cytotoxic in the GLP-1 receptor inverse agonist counter-screen | Potency, µM (doses to about 38.3 µM), for inactives: top-dose activity change, negative = inhibition, hits mostly inhibitors | 0.13% of 410,000 active | AID 624418 | HEK293 cAMP-luciferase reporter cells, luminescence, 24 h;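 note: loss of luciferase light is scored as toxicity; potency is the fitted concentration of half-maximal effect; % is set by controls: 0 for no effect and ±100 for the full control effect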
#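 A 23 nL compound transfer followed 12 hours of cell culture at 37 deg C; exposure then lasted 24 hr. Luciferase assay detection reagent was dispensed and plates read for luminescence after a 12 min room-temperature wait.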
# WRN inhibitor – blocks human WRN helicase; Q14191; WRN helicase unwinding, fluorescent forked duplex, kinetic; Potency, µM (doses to about 114 µM), for inactives: at the top dose activity change, negative = inhibition, most hits filed as inhibitors; 0.46% of 360,000 active; note: potency is the fitted concentration of half-maximal effect; % is set by controls: 0 for no effect and ±100 for the full control effect; nearly all actives have a fitted effect of over 55% in size
#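 WRN at 20 nM final preincubated with compound 15 min at room temperature; reaction started with 100 nM fluorophore/quencher forked duplex oligonucleotide and 2 mM ATP final. Unwinding followed kinetically by red fluorescence (ex 525, em 598 nm).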
# DRD3 antagonist – D3 dopamine receptor (human) antagonism; D3R cells, DiscoveRx beta-arrestin luminescence, antagonist mode; hits give low values; max response, negative = inhibition, %; 2.5% of 360,000 active; AID 652054; in the data active = max response below about -50%; inconclusive = no clear call, values can overlap the other calls; note: % is set by controls: 0 for no effect and ±100 for the full control effect; mostly tested at two doses, the higher about 12 µM
#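 Cells plated overnight at 1500 cells/well, then exposed to library compounds with dopamine controls for 90 minutes at 37 degrees C. DiscoveRx reagent added for 30–60 minutes at room temperature; luminescence read, quantitative HTS format.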
# IL-2 act – activates IL-2 in a cell-based reporter assay. activation, % (series mostly up to about 46 µM). 0.065% of 360,000 active. IL-2 activation reporter assay, cell-based qHTS; stimulated with anti-CD3/CD4/CD28 beads; in transgenic mouse T cells; in the data active = activation above about 50%; inconclusive = mostly about 30% to 49%; note: 0% is about no effect
#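 First, unstimulated transgenic mouse T cells were exposed to compound for 60 min. Next, anti-CD3/anti-CD4-coated beads with anti-CD28 were added. Finally, after 18 h at 37 degrees C, EGFP and DsRed were imaged.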
# PLK1 PBD inh – inhibitors of human PLK1 polo-box domain binding; P53350; Plk1 PBD binding of FITC phosphopeptide, fluorescence polarization; Potency, µM, for inactives: max response, negative = inhibition, actives largely listed as inhibitors; 2.8% of 360,000 active; AID 720504; note: potency is the fitted concentration of half-maximal effect; series mostly up to about 57 µM; % is set by controls: 0 for no effect and ±100 for the full control effect; nearly all actives have a fitted effect of over 65% in size
# Target sequence (P53350 whole entry, looked up, the tested form may be a part): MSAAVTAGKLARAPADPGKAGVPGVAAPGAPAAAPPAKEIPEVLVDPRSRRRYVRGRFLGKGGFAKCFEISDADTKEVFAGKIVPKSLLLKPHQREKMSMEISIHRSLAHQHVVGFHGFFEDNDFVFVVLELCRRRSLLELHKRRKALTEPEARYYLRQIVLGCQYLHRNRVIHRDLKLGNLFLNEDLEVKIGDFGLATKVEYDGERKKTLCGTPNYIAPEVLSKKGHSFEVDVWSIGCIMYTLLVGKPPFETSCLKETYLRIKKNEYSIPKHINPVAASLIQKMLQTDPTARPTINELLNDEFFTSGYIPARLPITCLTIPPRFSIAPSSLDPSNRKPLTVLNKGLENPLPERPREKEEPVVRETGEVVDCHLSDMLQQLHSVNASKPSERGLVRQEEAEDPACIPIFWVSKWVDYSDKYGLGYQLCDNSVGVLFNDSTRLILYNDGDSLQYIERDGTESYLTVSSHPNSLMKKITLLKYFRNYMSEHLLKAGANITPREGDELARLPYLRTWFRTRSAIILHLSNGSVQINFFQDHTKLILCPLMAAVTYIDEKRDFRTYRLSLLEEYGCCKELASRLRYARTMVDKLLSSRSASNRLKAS
# The depositor's hits bear a star; ? = inconclusive; nt = not tested or not shown; & = joins results of further samples; [ ] = another dose, or the depositor's remark. Unless noted, calls come from the whole dose curve; as a rule, active = well fitted curve in the direction sought with a large enough effect; inconclusive = small, poorly fitted or top-dose-only effect, or another doubt; inactive = no such curve, though single readings can be large; an effect the other way counts as inactive or inconclusive.
smiles	DRD3 agonist	GLP1R ag	PI5P4K alpha inh	GLP-1R inv ag	GLP1R cytotox	WRN inhibitor	DRD3 antagonist	IL-2 act	PLK1 PBD inh
CC(C)C1N(C(=O)CN2CCCC2)CCN1S(=O)(=O)c1ccccc1 (centres undefined)	-5	0%	6	-2%	-1%	-2%	1	1.4	-1%
CCc1nc2ccc(C(=O)NCCc3ccccc3OC)cc2nc1CC	2&-13	?	5	15%&2%	-1%&-4%	2%	2	-0.6	-13%
CCOC(=O)N1CCC2(CC1)CC(=O)c1c(ccc3oc(C(=O)O)c(C)c13)O2	1	8%	?	3%	-9%	-14%	3	0.5	-4%
COc1ccc(-c2noc(CNS(=O)(=O)c3ccccc3)n2)cc1	0	-2%	-5	?	-12%	7%	7	-0.3	7%
Cc1cccc(-n2nnnc2SCC(=O)NCC2(N3CCOCC3)CCCCC2)c1C	-7	-1%	-7	?	-40%	9%	16	1.0	0%
CCCCN(C(=O)Cn1nnc2ccccc21)C(C(=O)NCCOC)c1ccc(OC)cc1 (centres undefined)	2	-4%	4	7%	-11%	5%	-8	2.3	-1%
Cn1c(C(=O)c2ccncc2)cc2ccccc21	0	28%	-10	53%[activator]	4%	8%	-5	-4.7	-22%
COc1cc(/C=C/C(=O)O)cc(S(=O)(=O)Nc2ccccc2C(=O)NCCc2ccccc2)c1OC	-3	4%	-3	13%	2%	-6%	-23	0.2	-8%

# Further structures follow.
smiles	DRD3 agonist	GLP1R ag	PI5P4K alpha inh	GLP-1R inv ag	GLP1R cytotox	WRN inhibitor	DRD3 antagonist	IL-2 act	PLK1 PBD inh
Cc1cc2nnc(SCC(=O)N3CCN(c4ccccc4)CC3)n2c(N)n1	4	6%	6	-19%	-1%	5%	17	0.8	?
O=C(NC1CCSc2ccccc21)c1cc(S(=O)(=O)N2CCOCC2)ccc1Cl (centres undefined)	-8	-2%	-5	?	14%	-30%	11	0.3	-13%
CSc1ccc(-c2sc(Nc3ccccc3)n[n+]2-c2ccc(F)cc2)cc1	4	-7%	?	-8%	-10%	1%	3	0.2	30µM*
CC(O)(C#CCN1CCCC1)c1ccccc1 (centres undefined)	-26	-4%	nt	1%	?	1%	-15	-0.3	-3%
COc1cc(C(=O)N2CCNCC2)cc(OC)c1OC	-3	-5%	2	0%	1%	-2%	-15	1.2	-10%
C#CCOc1ccccc1C(N)=O	11	-3%	-9	15%	17%	-18%	11	0.6	1%
COCCOC(=O)C1=C(C)NC(C)=C(C(=O)OCCOC)C1/C=C/c1ccccc1OC	5	18%	0	4%	25%	-11%	5	-1.4	-4%
Cc1ccc(-c2noc(CN(C(=O)CCCN3C(=O)c4ccccc4C3=O)C(C)C)n2)cc1	4	-4%	-1	?	4%	-3%	1	1.9	-11%

# Next part
smiles	DRD3 agonist	GLP1R ag	PI5P4K alpha inh	GLP-1R inv ag	GLP1R cytotox	WRN inhibitor	DRD3 antagonist	IL-2 act	PLK1 PBD inh
CCN1CCN(CCNC(=O)c2cn(C(C)c3ccccc3F)nn2)CC1 (centres undefined)	-6	-1%	4	-20%	0%	0%	-5	3.5	-2%
CC1(Cc2cc(Cl)ccc2C(F)(F)F)C(=O)Nc2cc(F)ccc21 (centres undefined)	-11	-1%	-1	?	-10%	-12%	?	-0.5	-6%
COc1ccccc1CC(=O)Nc1ccc(NC(=O)c2cccs2)cc1	2	-5%	0	-29%	13%	-32%	-14	-0.7	-2%
Cc1cc(C)nc(Nc2nc(=O)c3ccccc3s2)n1	-6	12%	3	73%[activator]	9%	-8%	14	-0.1	-17%
O=S(=O)(NCCc1csc(-c2ccccc2)n1)c1ccc2c(c1)OCCO2	6	0%	-2	-18%	-9%	-4%	52	0.4	-2%
COc1cc(NS(=O)(=O)c2ccc(F)cc2)c(OC)cc1NC(C)=O	6	-10%	-7	-21%	-3%	-22%	30	0.0	3%
COC(=O)c1ccc2c(=O)n(CCN3CCOCC3)c(SCC(=O)Nc3ccccc3Cl)nc2c1	12	8%	-4	10%	-4%	5%	6	-1.6	-18%
Cc1ccc(/C=C/C(=O)Nn2cnnc2)cc1	-2	-7%	0	106%[activator]	-3%	-7%	-18	2.7	-4%

# The list continues:
smiles	DRD3 agonist	GLP1R ag	PI5P4K alpha inh	GLP-1R inv ag	GLP1R cytotox	WRN inhibitor	DRD3 antagonist	IL-2 act	PLK1 PBD inh
CC/C(=N\NC(=O)c1ccc2c(c1)OCO2)c1ccccc1	0	-1%	-2	?	-17%	1%	9	-0.8	1%
O=C(COc1cccc(C(F)(F)F)c1)Nc1cccc(S(=O)(=O)NC2=NCCCCC2)c1	-15	-1%	1	?	-9%	-2%	-13	0.1	-3%
COc1ccc(-n2c(-c3ccc(Cl)cc3)c[n+]3c2CCc2ccccc2-3)cc1	4	4%	4	-13%	-14%	6%	1	-0.7	-5%
O=C(Nc1ccccc1)c1cc2n(n1)C(C(F)(F)F)CC(C1CC1)N2 (centres undefined)	4	2%	2	-2%	4%	-3%	3	-2.5	-11%
COc1ccccc1S(=O)(=O)Nc1ccc2nc(C)sc2c1	2	2%	-1	4%	3%	-1%	-9	-0.1	-11%
COc1ccc(C(CC(=O)NCc2ccco2)c2ccc(F)cc2)cc1 (centres undefined)	-8	-2%	-2	-8%	4%	-2%	-21	-1.3	-9%
CCOC(=O)C1=NN(C(=O)c2ccccc2)C(O)(c2ccc(C)cc2)C1 (centres undefined)	-20	0%	2	-16%	1%	-3%	?	6.4	-20%
Cc1ccc(C(=O)N/N=C2/NC(=O)CC(C(=O)Nc3ccccc3)S2)cc1 (centres undefined)	5	-8%	3	11%	20%	-26%	9	-0.4	-12%

# (next part)
smiles	DRD3 agonist	GLP1R ag	PI5P4K alpha inh	GLP-1R inv ag	GLP1R cytotox	WRN inhibitor	DRD3 antagonist	IL-2 act	PLK1 PBD inh
Cc1cccc(CCNC(=O)C2CCCN(S(=O)(=O)c3cnc[nH]3)C2)c1 (centres undefined)	2	0%	6	-12%	8%	0%	51	-1.5	?
COc1ccc(CCN2CC(C(=O)NCCc3ncccc3C)CCC2=O)cc1 (centres undefined)	-1	-5%	1	-7%	0%	3%	0	-0.9	-14%
COc1cccc(NC(=O)CN(C)CC(=O)Nc2ccc(Br)cc2)c1	12	-7%	10	-2%[0.307 µM]	-3%[0.307 µM]	-3%	14	1.3	-1%
O=C(c1ccco1)N1CCN(C(c2ccccc2F)c2nnnn2Cc2cccs2)CC1 (centres undefined)	-2	1%	-3	?	-26%	0%	24	1.6	-3%
O=S(=O)(c1ccc(Br)cc1)n1c(Cc2ccccc2)nc2ccccc21	11	3%	-2	1%	24%	-2%	2	-3.3	-8%
CC(=O)N1NC(=Nc2ccccc2)SC1(C)C	4	4%	-3	-22%[7.66 µM]	-7%[7.66 µM]	-3%	19	-1.1	1%
O=C(C(=O)N1CCCCC1)c1c(-c2ccccc2)[nH]c2ccccc12	2	10%	1	?	-13%	7%	-7	0.7	-3%
Cn1c(=O)c2c(nc(CN3CCN(C(c4ccccc4)c4ccccc4)CC3)n2CC(N)=O)n(C)c1=O	0	2%	nt	0%	4%	-11%	-50*	1.5	1%

# Quoted at random: 6 entries already listed
smiles	DRD3 agonist	GLP1R ag	PI5P4K alpha inh	GLP-1R inv ag	GLP1R cytotox	WRN inhibitor	DRD3 antagonist	IL-2 act	PLK1 PBD inh
O=C(C(=O)N1CCCCC1)c1c(-c2ccccc2)[nH]c2ccccc12	2	10%	1	?	-13%	7%	-7	0.7	-3%
Cn1c(=O)c2c(nc(CN3CCN(C(c4ccccc4)c4ccccc4)CC3)n2CC(N)=O)n(C)c1=O	0	2%	nt	0%	4%	-11%	-50*	1.5	1%
CC(=O)N1NC(=Nc2ccccc2)SC1(C)C	4	4%	-3	-22%[7.66 µM]	-7%[7.66 µM]	-3%	19	-1.1	1%
COc1cccc(NC(=O)CN(C)CC(=O)Nc2ccc(Br)cc2)c1	12	-7%	10	-2%[0.307 µM]	-3%[0.307 µM]	-3%	14	1.3	-1%
COc1ccc(CCN2CC(C(=O)NCCc3ncccc3C)CCC2=O)cc1 (centres undefined)	-1	-5%	1	-7%	0%	3%	0	-0.9	-14%
Cc1cccc(CCNC(=O)C2CCCN(S(=O)(=O)c3cnc[nH]3)C2)c1 (centres undefined)	2	0%	6	-12%	8%	0%	51	-1.5	?

# Further compounds follow:
smiles	DRD3 agonist	GLP1R ag	PI5P4K alpha inh	GLP-1R inv ag	GLP1R cytotox	WRN inhibitor	DRD3 antagonist	IL-2 act	PLK1 PBD inh
COc1cc(OC)cc(-c2nn[nH]n2)c1	11	0%	-3	9%	4%	9%	32	-4.7	-1%
Cc1ccc(CNC(=O)CSc2nc3ccccc3[nH]2)cc1	-11	4%	-6	12%	1%	2%	-19	1.3	-14%
Cc1cc(C)c(NS(=O)(=O)c2c(C(=O)N3CCOCC3)c(C)n(C)c2C)c(C)c1	1	-2%	6	5%	14%	-1%	17	0.3	9%
CCC(C)NC(=O)CN1C(=O)C(CC)Sc2ccccc21 (centres undefined)	1	-3%	-1	3%	3%	1%	-1	-2.9	2%
O=C(C1CC1)N1CCc2cc(Br)cc(S(=O)(=O)N3CCN(c4ccccn4)CC3)c21	-3	-1%	3	-8%	-11%	-8%	1	3.8	-8%
COc1ccc(CCNC(=O)CCCc2ccccc2)cc1OC	6	23%	2	1%	1%	6%	-10	0.0	-18%
